tim23-1 inh – tim23-1 yeast growth inhibition; S. cerevisiae tim23-1 growth, BacTiter-Glo luminescence, 24 h; inhibition, % at 20 µM; 330,000 compounds, 1.3% hits;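 active = growth inhibition of the mutant yeast at or above 50%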;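 also: temperature-sensitive mutant grown at 25 °C; plate controls were DMSO-treated mutant yeast for no effect and medium wells lacking yeast for full effect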
MPTP inh – permeability transition pore inhibition | inhibition, % at 10 µM | 360,000 compounds, 1.4% hits | AID 602449 | isolated mouse mitochondria, Ca2+ swelling absorbance, 30 min;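 active = inhibition of 50% or more, scaled per plate between neutral and stimulator controls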;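 also: 0% = DMSO wells given calcium and 100% = 1 mM EGTA wells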
TIM10 inh – TIM10 yeast growth inhibition | S. cerevisiae TIM10 strain growth, BacTiter-Glo luminescence, 24 h | AID 463195 | inhibition, % at 10 µM | 330,000 compounds, 1.4% hits;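 active = inhibition of 40% or more at the single tested concentration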;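 also: wild-type TIM10 isogenic control strain grown at permissive 25 °C; 0% = DMSO yeast wells and 100% = minimal medium wells without yeast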
tim10-1 inh – tim10-1 yeast growth inhibition; S. cerevisiae tim10-1 ts strain growth, BacTiter-Glo, 24 h; inhibition, % at 20 µM; 330,000 compounds, 2.2% hits; AID 463190;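 active = inhibition of at least 40%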;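 also: mutant grown at 25 °C; 0% = DMSO wells with yeast and 100% = wells holding no yeast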
NR3A LBD binder – NR3A (human) ligand-binding domain modulation. NR3A LBD differential scanning fluorimetry, Tm shift; 0% = protein alone, 100% = glycine-bound protein. Tm shift relative to glycine control, % at 25 µM. 340,000 compounds, 2.5% hits;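 active = melting temperature shift of at least 10% of the positive control shift, at one fixed dose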
NLRP3 yeast inh – blocks the NALP3 inflammasome reconstituted in yeast; Yeast reconstituted NLRP3/ASC/caspase-1, beta-gal luminescence, 24 h; inhibition, % at 10 µM; 330,000 compounds, 0.39% hits;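 active = inhibition of 50% or more; inactive = inhibition below 50%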;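 also: plate controls were induced DMSO wells for no effect and uninduced yeast grown without galactose for full effect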
MIN6 prolif – induces beta-cell replication in MIN6 cells; MIN6 cells proliferation, ATPlite luminescence, 48 h; cells starved in 0.2% serum; 100% = growth in 10% serum; proliferation, % at 10 µM; AID 2380; 330,000 compounds, 0.29% hits;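 active = compounds whose signal lies at least 3.5 SD above the mean of all wells on their plate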;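 also: 0% = DMSO-treated cells in low-serum medium and 100% = 10% serum control; some compounds called inactive have numbers as strong as hits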
APJ ag – activates the human apelin receptor APJ. P35414. CHO-K1 APJ PathHunter beta-arrestin, luminescence; 0% DMSO wells, 100% apelin. activation, % at 20 µM. 330,000 compounds, 0.11% hits. AID 2520;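 active = activation more than six SD over the plate average, tested at 20 µM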;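 also: 0% = DMSO alone and 100% = apelin-13 at 10 nM; some results filed as inactive read as strong as hits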
Target sequence (P35414 whole entry, looked up): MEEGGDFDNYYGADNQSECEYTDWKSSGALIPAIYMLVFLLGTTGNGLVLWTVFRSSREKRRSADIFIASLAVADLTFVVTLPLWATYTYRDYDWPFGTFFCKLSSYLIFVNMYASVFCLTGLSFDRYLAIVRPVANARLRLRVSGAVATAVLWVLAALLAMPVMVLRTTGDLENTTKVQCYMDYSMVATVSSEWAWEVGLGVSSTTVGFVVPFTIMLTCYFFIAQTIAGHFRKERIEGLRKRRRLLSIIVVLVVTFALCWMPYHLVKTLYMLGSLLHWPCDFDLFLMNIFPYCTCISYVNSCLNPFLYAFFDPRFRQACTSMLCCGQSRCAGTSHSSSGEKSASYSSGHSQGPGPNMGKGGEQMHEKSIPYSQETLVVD
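Assay system: engineered CHO-K1 APJ arrestin reporter cells; Amount: 1000 CHO-K1 reporter cells seeded per well; Dosing: one dose, 20 µM compound, 1% DMSO; Times: compound stimulation 90 min at 25 °C, detection 60 min; Measured by: luminescent beta-gal fragment complementation, chemiluminescent substrate; Read-out: APJ–arrestin association signal; Controls: DMSO vs Apelin-13 10 nM.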
APJ antagonist – antagonists of human APJ apelin receptor; P35414; CHO-K1 APJ beta-arrestin complementation, luminescence; inhibition, % at 20 µM; 330,000 compounds, 0.32% hits; AID 2521;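 active = inhibition above about 40% at 20 µM, limit read from the data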;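 also: cells challenged with 10 nM apelin-13 agonist together with compound; plate controls were apelin-13 plus DMSO wells for no effect and DMSO wells lacking apelin-13 for full effect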
Numbers without * were called inactive. Rows are unselected, and some 7.2% of all compounds hit somewhere here.

For O=C(CN1CCCCC1)N1CCN(S(=O)(=O)c2ccccc2)C1 the results were tim23-1 inh -4, MPTP inh -0.8, TIM10 inh 3, tim10-1 inh 7, NR3A LBD binder 0, NLRP3 yeast inh 11, MIN6 prolif 0, APJ ag -1 and APJ antagonist -1.
`NC(=O)c1c(NC(=O)c2cccnc2Cl)sc2c1CCCC2` gave tim23-1 inh 37, MPTP inh -1.3, TIM10 inh 14, tim10-1 inh 19, NR3A LBD binder -3, NLRP3 yeast inh 16, MIN6 prolif 0, APJ ag 2 and APJ antagonist 9.
Cc1ccc(S(=O)(=O)N2C(=O)CCC2C(=O)Nc2ccc3c(c2)OCCO3)cc1 (stereo not given) was read as tim23-1 inh -9, MPTP inh 2.4, TIM10 inh 0, tim10-1 inh 3, NR3A LBD binder 2, NLRP3 yeast inh 2, MIN6 prolif -2, APJ ag -1 and APJ antagonist -10.
`CCOc1ccccc1NC(=S)NCCc1ccccc1` gave tim23-1 inh 7, MPTP inh 2.1, TIM10 inh 27, tim10-1 inh 42*, NR3A LBD binder 0, NLRP3 yeast inh -4, MIN6 prolif -5, APJ ag -1 and APJ antagonist -3.
Screening Cc1cc(C)nc(NC(=O)CCC2CCCC2)c1 returned tim23-1 inh 15, MPTP inh -0.2, TIM10 inh 16, tim10-1 inh 23, NR3A LBD binder 4, NLRP3 yeast inh 14, MIN6 prolif 1, APJ ag -4 and APJ antagonist -4.
Cc1ccc(C2Nc3ccccc3C(=O)N2CCN2CCNC2=O)cc1 (stereo not given) was read as tim23-1 inh -9, MPTP inh 2.9, TIM10 inh 5, tim10-1 inh 2, NR3A LBD binder 0, NLRP3 yeast inh -10, MIN6 prolif -3, APJ ag 1 and APJ antagonist 3.
O=Nc1c(-c2cccc([N+](=O)[O-])c2)nc2ncccn12 was read as tim23-1 inh 89*, MPTP inh 2.1, TIM10 inh 84*, tim10-1 inh 91*, NLRP3 yeast inh 20, MIN6 prolif -3, APJ ag 2 and APJ antagonist -30.
For COCCCNC(=O)CCSc1ccc(Cl)cc1 the results were tim23-1 inh 4, MPTP inh -0.4, TIM10 inh -5, tim10-1 inh 5, NR3A LBD binder -3, NLRP3 yeast inh -5, MIN6 prolif 0, APJ ag -2 and APJ antagonist 3.
Screening COCCn1c(C)cc(C2=NNC(=Nc3ccc(Cl)cc3Cl)SC2)c1C returned tim23-1 inh 6, MPTP inh 1.2, TIM10 inh 2, tim10-1 inh 4, NR3A LBD binder 1, NLRP3 yeast inh 17, MIN6 prolif -4, APJ ag -6 and APJ antagonist 0.
Screening CN1CCN(S(=O)(=O)c2ccc(N3CCN(c4ccccc4O)CC3)c([N+](=O)[O-])c2)CC1 returned tim23-1 inh 6, MPTP inh 0.7, TIM10 inh -2, tim10-1 inh 7, NR3A LBD binder 0, NLRP3 yeast inh 15, MIN6 prolif 0, APJ ag 7 and APJ antagonist -15.
`Cc1cc([N+](=O)[O-])nn1CC(=O)Nc1nccs1` gave tim23-1 inh -6, MPTP inh 0.2, TIM10 inh 5, tim10-1 inh 6, NR3A LBD binder -1, NLRP3 yeast inh -1, MIN6 prolif 0, APJ ag -5 and APJ antagonist 7.
`CCC1(O)c2ccccc2-c2ncccc21` (stereo not given) gave tim23-1 inh 1, MPTP inh -4.1, TIM10 inh -2, tim10-1 inh 13, NR3A LBD binder 1, NLRP3 yeast inh 4, MIN6 prolif 0, APJ ag -1 and APJ antagonist 2.
Screening CCOC(=O)c1c(N)sc(C(=O)N2CCCCCC2)c1C returned tim23-1 inh 31, MPTP inh -1.1, TIM10 inh 14, tim10-1 inh 22, NR3A LBD binder -1, NLRP3 yeast inh 13, MIN6 prolif -1, APJ ag 0 and APJ antagonist 17.
For Cc1ccc(CSCC(=O)N(C)CC(=O)Nc2cccc(F)c2)cc1 the results were tim23-1 inh 16, MPTP inh -0.3, TIM10 inh 2, tim10-1 inh 11, NR3A LBD binder -1, NLRP3 yeast inh 16, MIN6 prolif 1, APJ ag 7 and APJ antagonist 0.
`O=c1oc2ccccc2c(O)c1Cc1cc(Cl)c2cccnc2c1O` gave tim23-1 inh 8, MPTP inh 42, TIM10 inh 5, tim10-1 inh 19, NR3A LBD binder 4, NLRP3 yeast inh 3, MIN6 prolif -6, APJ ag 0 and APJ antagonist -16.
CCOC(=O)C1=C(N)OC2=C(C(=O)CC(C)(C)C2)C1c1ccc(C)s1 (stereo not given) was read as tim23-1 inh 16, MPTP inh 0.2, TIM10 inh 17, tim10-1 inh 31, NR3A LBD binder 2, NLRP3 yeast inh -11, MIN6 prolif -1, APJ ag -2 and APJ antagonist 14.
COc1ccc(OC)c(CCNC(=O)c2ccc(CS(=O)Cc3cccc(Cl)c3)o2)c1 (stereo not given) was read as tim23-1 inh 6, MPTP inh 1.4, TIM10 inh -6, tim10-1 inh 2, NR3A LBD binder -2, NLRP3 yeast inh 7, MIN6 prolif -2, APJ ag -4 and APJ antagonist -3.
For COc1ccc(N(C)C(=O)c2oc(=O)c3ccccc3c2-c2ccc(C)cc2)c(OC)c1 the results were tim23-1 inh 24, MPTP inh 3.1, TIM10 inh -4, tim10-1 inh -6, NR3A LBD binder -2, NLRP3 yeast inh 3, MIN6 prolif -2, APJ ag -1 and APJ antagonist 18.
Screening O=C(O)CC1NC(=O)N(C2CCCCC2)C1=O (stereo not given) returned tim23-1 inh -8, MPTP inh -0.1, TIM10 inh -4, tim10-1 inh -12, NR3A LBD binder 0, NLRP3 yeast inh -2, MIN6 prolif -3, APJ ag -2 and APJ antagonist 7.
For CN(CC(=O)Nc1cccc(F)c1)C(=O)C1CCN(C(=O)c2ccc(Cl)cc2)CC1 the results were tim23-1 inh 9, MPTP inh 0.4, TIM10 inh 1, tim10-1 inh -3, NR3A LBD binder -1, NLRP3 yeast inh 17, MIN6 prolif 1, APJ ag 0 and APJ antagonist 9.
Screening O=C(O)CC(NC(=O)c1ccc2c(c1)OCO2)c1cccc([N+](=O)[O-])c1 (stereo not given) returned tim23-1 inh 10, MPTP inh -1.3, TIM10 inh 0, tim10-1 inh 7, NR3A LBD binder 0, NLRP3 yeast inh 21, MIN6 prolif -1, APJ ag -1 and APJ antagonist -7.
`O=C(COc1ccccc1[N+](=O)[O-])OC1CCS(=O)(=O)C1` (stereo not given) gave tim23-1 inh 9, MPTP inh 0.0, TIM10 inh 1, tim10-1 inh 1, NR3A LBD binder -1, NLRP3 yeast inh 19, MIN6 prolif 0, APJ ag -3 and APJ antagonist 10.
For OCCOCCOCCn1c2ccccc2c2ccccc21 the results were tim23-1 inh 9, MPTP inh 0.1, TIM10 inh 7, tim10-1 inh -5, NR3A LBD binder 3, NLRP3 yeast inh 21, MIN6 prolif -3, APJ ag 9 and APJ antagonist -8.
Cc1cccc(N2CCN(S(=O)(=O)c3c(C)nc4scc(C)n4c3=O)CC2)c1C was read as tim23-1 inh 33, MPTP inh 2.1, TIM10 inh 4, tim10-1 inh 20, NR3A LBD binder -5, NLRP3 yeast inh -17, MIN6 prolif -2, APJ ag -4 and APJ antagonist 14.
For O=[N+]([O-])c1cc(-c2ccc(C(=S)N3CCOCC3)o2)ccc1Cl the results were tim23-1 inh 17, MPTP inh 0.4, TIM10 inh 24, tim10-1 inh 29, NR3A LBD binder 0, NLRP3 yeast inh 11, MIN6 prolif -5, APJ ag -2 and APJ antagonist -27.
For COc1ccc(COc2ccc(C3C(S(=O)(=O)c4ccccc4)CON3C)cc2OC)cc1 (stereo not given) the results were tim23-1 inh 22, MPTP inh 0.0, TIM10 inh 4, tim10-1 inh 24, NR3A LBD binder -2, NLRP3 yeast inh 8, MIN6 prolif 1, APJ ag -2 and APJ antagonist -15.
Screening O=C(Nc1ccc(F)cc1F)C1CCCN(c2ncnc3c2nc2n3CCCCC2)C1 (stereo not given) returned tim23-1 inh 30, MPTP inh -0.6, TIM10 inh 11, tim10-1 inh 37, NR3A LBD binder -2, NLRP3 yeast inh 19, MIN6 prolif 5, APJ ag -4 and APJ antagonist -2.
Screening Cn1c(=O)[nH]c(=O)c2c1nc(N1CCc3ccccc3C1)n2CCSc1nc2ccccc2s1 returned tim23-1 inh -3, MPTP inh 5.8, TIM10 inh -30, tim10-1 inh 19, NR3A LBD binder -4, NLRP3 yeast inh -3, MIN6 prolif 2, APJ ag 1 and APJ antagonist 13.
For CN1CCN(c2nc3cc(C(F)(F)F)ccc3n3cccc23)CC1 the results were tim23-1 inh 9, MPTP inh -0.1, TIM10 inh -5, tim10-1 inh 12, NR3A LBD binder 0, NLRP3 yeast inh 50, MIN6 prolif -5, APJ ag 0 and APJ antagonist -4.
For O=C(NCc1ccccn1)C(C(=O)c1cccc([N+](=O)[O-])c1)n1cc(Cl)ccc1=O (stereo not given) the results were tim23-1 inh 1, MPTP inh -0.5, TIM10 inh 1, tim10-1 inh 1, NR3A LBD binder 0, NLRP3 yeast inh 8, MIN6 prolif -3, APJ ag -2 and APJ antagonist 6.
For O=C(COC(=O)c1cc(S(=O)(=O)N2CCCCC2)ccc1N1CCOCC1)NC1CCCCC1 the results were tim23-1 inh 11, MPTP inh -1.1, TIM10 inh -4, tim10-1 inh 3, NR3A LBD binder 0, NLRP3 yeast inh -2, MIN6 prolif -1, APJ ag -1 and APJ antagonist 1.
`CC(=O)c1ccc(OCC(=O)OCc2cc(-c3ccco3)on2)cc1` gave tim23-1 inh 0, MPTP inh -1.1, TIM10 inh -2, tim10-1 inh 0, NR3A LBD binder 0, NLRP3 yeast inh 14, MIN6 prolif 1, APJ ag -3 and APJ antagonist 4.
For O=C1COC(c2ccccc2)=CN1Cc1ccccc1 the results were tim23-1 inh 8, MPTP inh -1.6, TIM10 inh 2, tim10-1 inh -3, NR3A LBD binder 4, NLRP3 yeast inh 9, MIN6 prolif -1, APJ ag -3 and APJ antagonist 18.
CCOC(=O)c1[nH]nc(N)c1NC(=O)c1ccc(Cl)cc1Cl was read as tim23-1 inh 22, MPTP inh -1.7, TIM10 inh 4, tim10-1 inh 15, NR3A LBD binder 1, NLRP3 yeast inh 6, MIN6 prolif 0, APJ ag -2 and APJ antagonist 0.

Not a retest: 4 of the compounds above.
For CN1CCN(c2nc3cc(C(F)(F)F)ccc3n3cccc23)CC1 the results were tim23-1 inh 9, MPTP inh -0.1, TIM10 inh -5, tim10-1 inh 12, NR3A LBD binder 0, NLRP3 yeast inh 50, MIN6 prolif -5, APJ ag 0 and APJ antagonist -4.
For O=C(NCc1ccccn1)C(C(=O)c1cccc([N+](=O)[O-])c1)n1cc(Cl)ccc1=O (stereo not given) the results were tim23-1 inh 1, MPTP inh -0.5, TIM10 inh 1, tim10-1 inh 1, NR3A LBD binder 0, NLRP3 yeast inh 8, MIN6 prolif -3, APJ ag -2 and APJ antagonist 6.
For O=C(COC(=O)c1cc(S(=O)(=O)N2CCCCC2)ccc1N1CCOCC1)NC1CCCCC1 the results were tim23-1 inh 11, MPTP inh -1.1, TIM10 inh -4, tim10-1 inh 3, NR3A LBD binder 0, NLRP3 yeast inh -2, MIN6 prolif -1, APJ ag -1 and APJ antagonist 1.
`CC(=O)c1ccc(OCC(=O)OCc2cc(-c3ccco3)on2)cc1` gave tim23-1 inh 0, MPTP inh -1.1, TIM10 inh -2, tim10-1 inh 0, NR3A LBD binder 0, NLRP3 yeast inh 14, MIN6 prolif 1, APJ ag -3 and APJ antagonist 4.

Assay outcomes from PubChem BioAssay.
